Yfh1-off respiration: mitochondrial function rescue without frataxin homolog – Friedreich's ataxia, plus single-dose screen, dose response (AID 1465); S. cerevisiae Yfh1-off respiration, WST-1 reduction, 72 h; higher fold induction means a stronger effect; 220,000 compounds, 0.074% hits; fold induction at 50 µM, or EC50 in µM where a hit was titrated;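 active means fold induction of absorbance versus untreated yeast above a set limit, then at least 30% activation at any dose in follow-up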;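 further: activators that raise dye reduction in frataxin-depleted yeast; strong numbers were not always called active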
MT stabilize HCS: microtubule stabilization, imaging screen. HeLa tubulin immunostaining HCS, 24 h; share of cells brighter than vehicle mean+2SD. % tubulin-high responders, % at 10 µM. 200,000 compounds, 0.83% hits. AID 2205;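 active means plate Z-score above 3 for both tubulin-high and condensed-nucleus cell shares, with cell loss under 80%, at 10 µM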;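 further: anti alpha tubulin signal scored within the nucleus-defined area of each cell; some results filed as inactive read as strong as hits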
Autophagy mod: alters autophagy in cells. AID 463193. MEF GFP-LC3 puncta imaging; test concentration mostly 10 µM. 190,000 compounds, 0.98% hits. calls only at 10 µM (by protocol);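 active means percentage of spot-positive cells more than 3 SD above its plate mean, without a fluorescence outlier flag or 80% toxicity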;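 further: spot-positive cell cutoff set from DMSO-treated cells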
Lipid droplet: modulators of hepatic lipid droplet formation | AML12 mouse hepatocytes, oleate lipid droplets, BODIPY imaging | inhibition, % at 6.5 µM | 240,000 compounds, 0.4% hits;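 active means lipid droplet intensity inhibited by at least 50%, with more than 500 cells counted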
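Material – mouse AML12 hepatocyte cell line, fixed after treatment · Compound dosing – one dose, 6.5 µM compound · Times – compound with oleate, overnight · Measured by – Image-based BODIPY and DAPI two-channel analysis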
Dynein cargo inh: blocks dynein driven cargo transport along microtubules | 3617.4 mouse cells, GR-EGFP nuclear translocation imaging; test concentration mostly 20 µM; stimulated with dexamethasone, 1 µM; active compounds read low | z-score, hits read low | 220,000 compounds, 0.47% hits;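 active means plate z-score of nuclear minus cytoplasmic receptor signal below a set negative limit, without overly bright fluorescence or cell loss, cut at about -3.5 in these data, passing the limit was not always enough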;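 further: z-score of nuclear minus cytoplasmic ring GR-EGFP intensity difference per well; some compounds called inactive have numbers as strong as hits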
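Buffer or medium: Induction medium lacking tetracycline, stripped serum | Also added: Dexamethasone agonist, 1.0 µM final, for 30 min | Timing: 48 h induction, 1 h compound, 30 min dex at 37 °C | Detection: Formaldehyde fixation, Hoechst nuclear stain, 10x automated fluorescence imaging | Measure: Nuclear versus cytoplasmic GR-EGFP signal, averaged per well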
CSM14.1 death rescue: protection against thapsigargin-triggered cell killing – 384-well, CSM14.1, ATP luminescence, primary screen (AID 1222) | cellular ATP content (survival), % at 20 µM, or EC50 in µM where a hit was titrated | CSM14.1 thapsigargin-induced death rescue, ATP luminescence; higher % means a stronger effect | 190,000 tested, under 10 active;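 active means EC50 below 50 µM in the dose-response confirmation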;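 further: death triggered by thapsigargin at about 15 µM added after 2 h compound pretreatment; cell ATP read after overnight thapsigargin exposure of roughly 18 to 22 hours; normalized against plate controls of thapsigargin alone and 5% DMSO vehicle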
P. falciparum M1AAP: P. falciparum M1AAP inhibitors, biochemical, fluorogenic H-Leu-NHMec substrate, 1536-well (AID 1445). recombinant M1AAP, H-Leu-NHMec fluorogenic kinetic assay; higher % means a stronger effect. one-dose inhibition, % at 30 µM; IC50 in µM for titrated hits. 220,000 compounds, 0.42% hits;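 active means primary inhibition above the hit cutoff, then over 50% inhibition at one or more dose response concentrations, cut at about 23% in these data, passing the limit was not always enough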;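 further: plate controls were DMSO full reaction for no effect and no enzyme background for full effect; strong numbers were not always called active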
P. falciparum M17LAP: P. falciparum M17LAP inhibitors, primary screen, biochemical, fluorogenic H-Leu-NHMec substrate, 1536-well (AID 1619). one-dose inhibition, % at 30 µM; IC50 in µM for titrated hits. recombinant M17LAP, H-Leu-NHMec fluorogenic kinetic assay; higher % means a stronger effect. 220,000 compounds, 0.38% hits;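 active means compound inhibiting the enzyme by more than half at any dose during confirmatory dose-response retesting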;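 further: plate controls were full reaction with DMSO carrier for no effect and no enzyme background for full effect; strong numbers were not always called active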
Ins promoter up: MIN6 insulin promoter up-regulation. MIN6 insulin promoter-GFP reporter, high-content imaging; active compounds read high. z-score at 5 µM. 190,000 compounds, 0.3% hits. AID 1625;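 active means z-score above 3 at 5 µM with at least 500 cells counted in the well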
Dynein cargo inh cytoplasmic EGFP: further read-out of Dynein cargo inh, marked with its call; z-score; measured here: cytoplasmic GR-EGFP intensity; active compounds read high
Dynein cargo inh nuclear GR-EGFP: second read-out of Dynein cargo inh, no call of its own (marks repeat the call); z-score; measured here: nuclear GR-EGFP intensity;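 lower value marks the stronger effect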
Dynein cargo inh cell count: also measured in Dynein cargo inh; calls as there; z-score; measured here: cell count per field
Ins promoter up cell count: second read-out of Ins promoter up, no call of its own (marks repeat the call); cell count; measured here: cytotoxicity, nuclei count;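 total cells summed across four imaged fields per well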
Lipid droplet cells 6.5 µM: also measured in Lipid droplet; calls as there; cell count; measured here: cell count, cytotoxicity flag;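 cells counted across two imaged fields per well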
MT stabilize HCS Hoechst-high %: also measured in MT stabilize HCS; calls as there; % Hoechst-high responders; measured here: nuclear condensation Hoechst responders;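 share of cells brighter than vehicle mean plus two SD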
MT stabilize HCS cytotoxicity %: further read-out of MT stabilize HCS, marked with its call; toxicity, %; measured here: cytotoxicity by cell density;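 0% = mean cell density of plate MIN control wells and 100% = no cells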
Autophagy mod cell loss 18 h: recorded beside Autophagy mod, whose call it bears; toxicity, %; measured here: cell loss, nuclei count;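 cell loss after 18 h compound exposure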
Starred values were filed as active, the others as inactive; i = inactive; · = no result given.

The line under a structure holds: Yfh1-off respiration	MT stabilize HCS	MT stabilize HCS Hoechst-high %	MT stabilize HCS cytotoxicity %	Autophagy mod	Autophagy mod cell loss 18 h	Lipid droplet	Lipid droplet cells 6.5 µM	Dynein cargo inh	Dynein cargo inh cytoplasmic EGFP	Dynein cargo inh nuclear GR-EGFP	Dynein cargo inh cell count	CSM14.1 death rescue	P. falciparum M1AAP	P. falciparum M17LAP	Ins promoter up	Ins promoter up cell count
c1cncc(-c2nc(NCC3COc4ccccc4O3)c3ccccc3n2)c1 (centres undefined)
    ·	3.5	1.8	5.8	i	-9	2	775	-0.29	-0.35	-0.043	0.56	-0.9%	6%	-5%	-0.94	855
COc1ccc(F)cc1C(=O)C1CCCN(Cc2c(C)n(C)n(-c3ccccc3)c2=O)C1 (centres undefined)
    i	2.2	2.0	7.0	i	-1	5	718	-0.75	-0.2	-0.11	0.76	-0.7%	3%	-5%	·	·
COC(=O)[C@H](CC(C)C)NC(=O)N1CCN(c2cccc(C(F)(F)F)c2)CC1
    i	0.8	1.0	7.3	i	-7	12	766	1.3	0.41	1.3	-1.6	-1.3%	4%	6%	1.1	675
c1ccc(CNc2nnnn2-c2ccccc2)cc1
    i	3.3	2.2	4.7	i	2	20	785	0.44	-0.27	0.082	-0.27	-3.2%	-6%	6%	·	·
COC(=O)[C@@H]1CCCN1Cc1nc(Cc2ccc(OC)c(OC)c2)no1
    i	2.3	2.1	6.7	i	5	3	718	-0.18	-0.21	0.4	0.017	-2.0%	·	·	-0.48	1391
CCOC(=O)N1CCN(c2cc(=O)n(-c3ccccc3C)c(=O)[nH]2)CC1
    i	3.0	2.3	5.0	i	-7	0	734	-0.0085	-0.13	-0.28	0.01	-1.4%	-11%	5%	-0.04	1245
COc1cc2c(cc1OC)CN(c1nc(CN3CCCCC3)nc3sc4c(c13)CCCC4)CC2
    i	2.8	3.9	7.1	i	5	-16	633	-1.1	-0.27	-0.9	0.78	-2.8%	9%	13%	-1	862
CSc1ccc(CN(C)CC(=O)Nc2cccc(Br)c2)cc1
    i	1.5	2.0	6.7	i	13	-14	502	-0.52	-0.3	-0.46	0.44	-1.9%	3%	1%	-0.5	1223
CCS(=O)(=O)N1CCCC(C(=O)c2ccc(OC)cc2C)C1 (centres undefined)
    i	2.2	1.8	11	i	-18	-1	737	0.96	-0.3	0.49	0.099	0.6%	1%	3%	-1.2	1488
CCc1cc2c(N3CCN(c4nnc(CC)s4)CC3)ncnc2s1
    i	2.2	2.4	13	i	-15	·	·	-0.22	-0.23	0.09	-0.33	-3.1%	0%	-1%	-5.1	687
CSC(=NNC(=O)c1ccccc1O)SC
    i	0.7	0.9	4.7	i	-6	-3	849	0.89	-0.19	1	0.24	0.1%	7%	15%	0.6	770
NC(=O)C(c1ccc(Cl)cc1Cl)c1ncc(C(F)(F)F)cc1Cl (centres undefined)
    i	2.7	0.9	5.0	i	-3	·	·	0.32	-0.23	-0.24	0.57	-0.8%	3%	-12%	·	·
Fc1cccc(F)c1/C=N/NC(=S)Nc1cccnc1
    i	3.5	1.6	1.7	i	-7	-5	685	0.53	-0.32	0.51	0.07	·	4%	-3%	-0.81	1297
O=C1CN(C(=O)CCCc2c[nH]c3ccccc23)c2ccccc2N1
    i	2.8	1.1	7.3	i	3	·	·	-0.17	-0.15	-0.25	0.53	0.1%	0%	-4%	-0.75	1153
Cc1ccc(CSCCNS(=O)(=O)c2ccc(C)cc2)cc1
    i	6.8	1.6	6.7	i	12	-37	568	-0.13	-0.24	-0.3	-0.07	-0.3%	16%	13%	-0.41	1370
CN(CCOc1ccc(-c2ccn(S(=O)(=O)c3cccc4ccccc34)n2)cc1)c1ccccn1
    i	1.7	1.8	9.1	i	3	-52	717	-0.28	-0.12	-0.65	-0.024	-1.8%	6%	-2%	-0.01	1871
Cn1cccc1Cc1nnc(SCC(=O)NC2CCCCC2)n1-c1ccc(F)cc1
    i	3.2	2.5	2.2	i	-2	·	·	-0.42	-0.22	-0.06	0.26	-1.8%	7%	9%	1.1	930
CCOc1ccccc1N=CC1=C(O)CC(c2ccccc2)CC1=O (centres undefined)
    i	2.2	0.9	9.1	i	22	-11	698	1.4	0.079	1.4	-1.7	1.5%	19%	-2%	-1.3	1498
COc1ccc(OCCCSc2ncccn2)cc1
    i	1.6	2.9	2.6	i	-6	2	786	-0.48	-0.21	-0.24	0.57	3.7%	5%	7%	-0.75	1303
O=C(/C=C/c1cccs1)N1CCN(c2ccccc2)CC1
    i	2.2	0.8	4.3	i	19	-12	576	-0.55	-0.24	0.081	0.45	0.2%	7%	7%	0.38	1401
COc1ccc(C(C#N)c2ccc(=O)[nH]n2)cc1 (centres undefined)
    i	1.8	1.0	2.4	i	-27	36	707	-0.22	-0.27	0.098	-0.27	0.5%	3%	-4%	-0.12	1501
C=CCN(C(=O)CCC(=O)Nc1cc(C)on1)C(C(=O)NC1CCCC1)c1cccnc1 (centres undefined)
    i	2.3	1.2	4.7	i	-1	·	·	-0.053	-0.17	-0.021	0.087	0.1%	3%	7%	·	·
CSCCC(NC(N)=O)C(=O)Nc1ccc2ccccc2c1 (centres undefined)
    i	2.8	2.5	9.4	i	0	1	711	-0.29	0.065	0.059	0.41	-0.8%	-4%	3%	0.87	1190
O=C(Cn1nnc(-c2ccccc2NC(=O)c2ccccc2F)n1)NCc1ccco1
    i	4.5	3.4	11	i	9	·	·	-1.2	-0.31	-0.4	1.5	-4.1%	11%	6%	-0.75	1137
Cc1sc2nc(SCC(=O)NCc3ccco3)n(C)c(=O)c2c1C
    i	1.7	1.6	6.4	i	-1	·	·	-1.4	-0.22	-0.61	0.86	-1.1%	2%	0%	·	·
Cc1cccc(C)c1NC(=O)NCc1ccco1
    i	·	·	·	·	·	-2	723	1.4	-0.67	0.98	-1.5	·	-2%	3%	-0.22	1080
CC(=O)Nc1ccc(OCc2ccc(S(=O)(=O)Cc3ccccc3)cc2)cc1
    i	5.1	2.7	8.3	i	21	-1	689	-0.95	-0.35	0.27	1.5	3.0%	-2%	0%	-0.02	1456
O=[N+]([O-])c1cc(Cl)ccc1NCCNS(=O)(=O)c1ccccc1
    i	5.5	2.2	10	i	12	11	626	-1	-0.14	-0.73	-0.34	-1.3%	5%	-1%	·	·
Cc1c(-c2cccs2)[n+](=O)c2c(n1[O-])CCC2
    i	5.3	2.8	3.3	i	1	10	821	-0.5	-0.22	-0.054	0.91	-3.3%	5%	12%	-0.77	1273
CC(C)OC(=O)c1nnc(Cc2ccc(F)cc2)o1
    i	2.5	3.6	8.2	i	3	·	·	-0.38	-0.18	-0.15	0.25	-1.1%	1%	13%	1.2	891
CSc1nccn1CC(=O)Nc1ccc(F)cc1
    i	4.3	1.3	6.2	i	-11	·	·	-0.63	-0.31	0.0082	0.26	5.3%	0%	3%	·	·
CCOC(=O)CCc1c(C)c2ccc(OC(C)C(=O)OCC)c(C)c2oc1=O (centres undefined)
    i	1.9	2.5	20	i	4	-1	653	-0.17	-0.27	0.27	0.32	0.3%	8%	4%	1.1	1563
O=C(CSc1cc(Cl)ccc1Cl)NCC(=O)Nc1ccc(F)c(F)c1F
    i	1.9	2.3	5.6	i	-8	20	622	-0.24	-0.27	-0.31	0.46	1.1%	-3%	5%	-0.66	1534
CN1CCN(c2ccccc2NC(=O)Cc2ccc(Cl)cc2)CC1
    i	1.6	1.1	9.7	i	2	14	825	1.1	-0.12	1	-0.99	-0.8%	5%	4%	-0.93	953
CCn1cc(/C=N\NC(=O)C2(C)CC2(Cl)Cl)c(C)n1 (centres undefined)
    i	0.8	1.8	4.1	i	-3	-11	676	0.14	-0.31	-0.22	0.46	-1.3%	5%	-1%	1.1	1178
CCCC(C(=O)Nc1nccs1)c1ccccc1 (centres undefined)
    i	1.2	2.4	5.3	i	1	·	·	-0.4	-0.13	-0.74	0.26	0.3%	0%	5%	-1.2	1471
CC(C)CCNC(=O)c1cc([N+](=O)[O-])ccc1N1CCOCC1
    i	6.2	1.8	6.1	i	5	4	662	-0.24	-0.25	-0.071	0.49	13%	6%	22%	1.1	1559
O=C(CSc1nnc(-c2cccnc2)n1-c1ccccc1)N1CCN(c2ccc(F)cc2)CC1
    i	1.5	1.1	8.5	i	-15	9	759	1	0.012	0.37	-0.61	-2.9%	-2%	1%	·	·

Some of the entries so far, with tabs.
SMILES	Yfh1-off respiration	MT stabilize HCS	MT stabilize HCS Hoechst-high %	MT stabilize HCS cytotoxicity %	Autophagy mod	Autophagy mod cell loss 18 h	Lipid droplet	Lipid droplet cells 6.5 µM	Dynein cargo inh	Dynein cargo inh cytoplasmic EGFP	Dynein cargo inh nuclear GR-EGFP	Dynein cargo inh cell count	CSM14.1 death rescue	P. falciparum M1AAP	P. falciparum M17LAP	Ins promoter up	Ins promoter up cell count
CCn1cc(/C=N\NC(=O)C2(C)CC2(Cl)Cl)c(C)n1 (centres undefined)	i	0.8	1.8	4.1	i	-3	-11	676	0.14	-0.31	-0.22	0.46	-1.3%	5%	-1%	1.1	1178
CCCC(C(=O)Nc1nccs1)c1ccccc1 (centres undefined)	i	1.2	2.4	5.3	i	1	·	·	-0.4	-0.13	-0.74	0.26	0.3%	0%	5%	-1.2	1471
